# Screening data (PubChem)
# ZTA DNA inh – ZTA (EBV) inhibition in EBNA-1 counter-screen; inhibition, % at 11 µM; ZTA-DNA binding, fluorescence polarization; hit rate 0.15% among 320,000; in the data active means inhibition above about 33%
# Target sequence (P03206 whole entry, looked up): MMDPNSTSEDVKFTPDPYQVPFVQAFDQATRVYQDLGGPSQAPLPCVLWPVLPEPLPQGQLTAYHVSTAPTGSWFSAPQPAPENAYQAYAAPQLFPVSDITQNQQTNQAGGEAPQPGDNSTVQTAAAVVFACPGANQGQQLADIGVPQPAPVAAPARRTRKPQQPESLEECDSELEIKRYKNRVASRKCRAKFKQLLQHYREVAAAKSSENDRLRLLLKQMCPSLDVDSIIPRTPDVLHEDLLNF
# PAD4 inh – human PAD4 inhibitors, primary screen, biochemical, fluorescence polarization, 1536-well format. Protein-arginine deiminase type-4 (Homo sapiens), Q9UM07. recombinant PAD4, RCA probe fluorescence polarization. inhibition, % at 6.36 µM. hit rate 0.41% among 330,000. AID 485272, 2010;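 active means percent inhibition above a cutoff equal to the mean of all tested compounds plus 3 SD, cut at about 15% in these data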;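 further: 0% = PAD4 with RCA probe and DMSO and 100% = probe without PAD4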
# EBNA-1 inhibitor – EBNA-1 DNA-binding inhibitors, primary screen, biochemical, fluorescence polarization | hit rate 0.34% among 300,000 | AID 1950, 2009 | inhibition, % at 14.8 µM; in the data active means inhibition above about 28%
# PREPL inh – PREPL enzyme inhibitors, primary screen, biochemical, fluorescence polarization; Prolyl endopeptidase-like (Homo sapiens), Q4J6C6; recombinant PREPL, fluorescence polarization activity-based probe; inhibition, % at 5.96 µM; hit rate 0.68% among 320,000; AID 2751, 2010; in the data active means inhibition above about 43%;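 further: 0% = enzyme with DMSO and 100% = wells lacking enzyme; many of its hits are not listed in these tables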
# Target sequence (Q4J6C6 whole entry, looked up): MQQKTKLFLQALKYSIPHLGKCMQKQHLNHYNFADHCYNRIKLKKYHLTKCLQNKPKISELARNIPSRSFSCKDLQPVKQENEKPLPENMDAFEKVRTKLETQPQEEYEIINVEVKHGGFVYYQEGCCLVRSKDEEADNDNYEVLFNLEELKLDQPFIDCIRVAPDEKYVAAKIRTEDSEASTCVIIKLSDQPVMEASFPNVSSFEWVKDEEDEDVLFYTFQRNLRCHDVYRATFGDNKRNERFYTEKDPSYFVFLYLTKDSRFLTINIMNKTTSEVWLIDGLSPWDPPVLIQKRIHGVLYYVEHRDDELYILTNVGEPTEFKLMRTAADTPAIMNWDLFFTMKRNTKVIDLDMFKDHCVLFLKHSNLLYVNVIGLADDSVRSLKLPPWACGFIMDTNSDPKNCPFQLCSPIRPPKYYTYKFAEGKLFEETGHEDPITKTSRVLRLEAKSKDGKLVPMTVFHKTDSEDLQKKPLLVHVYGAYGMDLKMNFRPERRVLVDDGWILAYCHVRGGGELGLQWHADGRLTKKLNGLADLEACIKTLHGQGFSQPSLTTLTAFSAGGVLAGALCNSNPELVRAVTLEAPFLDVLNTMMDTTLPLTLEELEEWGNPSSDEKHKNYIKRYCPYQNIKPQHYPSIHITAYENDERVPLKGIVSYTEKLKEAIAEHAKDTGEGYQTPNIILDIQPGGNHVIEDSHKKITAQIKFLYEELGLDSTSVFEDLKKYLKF
# LYPLA1 inh – LYPLA1 inhibitors, primary screen, counter-screen for PME1 inhibitor project, biochemical, fluorescence polarization, FP-Rh probe ABPP. inhibition, % at 5.9 µM. hit rate 0.16% among 320,000. AID 2174, 2009. Acyl-protein thioesterase 1 (Homo sapiens), O75608. recombinant LYPLA1;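 active means inhibition above the mean of all tested compounds plus 3 SD, set per campaign, cut at about 14% in these data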;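 further: inhibitors block serine hydrolase probe labeling of LYPLA1 so polarization falls; 0% = enzyme with DMSO and 100% = wells lacking LYPLA1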
# LYPLA2 inh – LYPLA2 inhibitors, primary screen, counter-screen for PME1 inhibitor project, biochemical, fluorescence polarization, FP-Rh probe ABPP | AID 2177, 2009 | inhibition, % at 5.9 µM | recombinant LYPLA2 | Acyl-protein thioesterase 2 (Homo sapiens), O95372 | hit rate 0.38% among 320,000;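 active means inhibition above the screen-wide mean plus 3 SD, limit set per campaign, cut at about 26% in these data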;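 further: 0% = LYPLA2 with DMSO and 100% = wells lacking LYPLA2 enzyme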
# GSTO1 counter – inhibitors of recombinant GSTO1, primary screen, counter-screen for RBBP9 inhibitor project, biochemical, fluorescence polarization. Glutathione S-transferase omega-1 (Homo sapiens), P78417. activity-based probe fluorescence polarization. inhibition, % at 5.96 µM. hit rate 1.1% among 300,000. AID 1974, 2009;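 active means inhibition above the campaign mean inhibition plus 3 SD, cut at about 35% in these data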;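 further: 0% = GSTO1-1 with DMSO and 100% = wells lacking GSTO1-1 enzyme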
# PAFAH2 inh – PAFAH2 enzyme inhibitors, primary screen, biochemical, fluorescence polarization, human; inhibition, % at 3.39 µM; hit rate 0.99% among 340,000; Platelet-activating factor acetylhydrolase 2, cytoplasmic (Homo sapiens), Q99487; recombinant PAFAH2, FP-rhodamine activity probe;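 active means inhibition above the mean over all tested compounds plus 3 SD, cut at about 30% in these data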;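 further: inhibitors block probe labeling of enzyme so polarization drops; 0% = enzyme with DMSO and 100% = wells lacking PAFAH2 protein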
# PAFAH1B3 inh – PAFAH1B3 enzyme inhibitors, primary screen, biochemical, fluorescence polarization, human | Platelet-activating factor acetylhydrolase IB subunit alpha1 (Homo sapiens), Q15102 | recombinant PAFAH1B3, FP-rhodamine probe | inhibition, % at 3.39 µM | hit rate 0.28% among 340,000 | AID 492972, 2010;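 active means inhibition above the screen-wide average of all tested compounds plus 3 SD, cut at about 25% in these data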;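 further: 0% = enzyme with DMSO only and 100% = wells lacking PAFAH1B3 protein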
# The depositor's hits bear a star; x = not tested or not shown. Some of the compounds tested; count on the stated rates, not on these rows.
SMILES,ZTA DNA inh,PAD4 inh,EBNA-1 inhibitor,PREPL inh,LYPLA1 inh,LYPLA2 inh,GSTO1 counter,PAFAH2 inh,PAFAH1B3 inh
Cc1cc([N+](=O)[O-])nn1Cc1ccc(C(=O)N/N=C/c2ccc(F)cc2)cc1,-0.1,0.2,10.3,7.8,-0.7,3.2,4.5,2.6,7.6
C/C(=C\c1ccco1)CN1CCC(N2CCC(C(=O)N3CCOCC3)CC2)CC1,-14.8,-3.6,-2.1,25.8,1.3,-0.1,-3.5,0.6,2.9
OC[C@@H](O)[C@@H](O)[C@H](O)[C@@H](O)CO,-3.0,-2.4,-0.7,1.9,1.3,2.3,-2.4,7.3,1.3
O=C(NC(NC1CCS(=O)(=O)C1)C(=O)c1cccs1)c1ccccc1 (stereo not drawn),1.1,1.4,8.7,0.5,-3.5,-0.6,-4.2,x,x
Cc1onc(-c2c(Cl)cccc2Cl)c1C(=O)N1CCc2ccccc2C1,1.0,3.2,-9.2,-59.3,-3.5,-0.7,-8.0,-4.1,6.8
Cc1ccc(N2C(=O)c3ccc(N)cc3C2=O)cc1,-8.0,-3.3,-9.6,-1.0,2.0,11.2,1.7,-1.2,-1.7
O=C(NCCCn1ccnc1)/C(=C\c1cccs1)NC(=O)c1cccs1,-11.3,-1.0,-18.4,-5.1,3.4,0.1,-14.7,-4.9,6.5
Cc1nc2c(C(=O)NCc3cccs3)cnn2c(C)c1Cc1ccc(F)cc1,2.4,3.3,12.3,3.1,6.4,-5.9,5.7,x,x
COCCN1CCN(c2c3c(nc4cc(-c5cccc(F)c5)nn24)CCC3)CC1,-7.6,-2.2,-16.4,-5.3,4.8,-2.2,-7.3,-7.5,9.7
Cc1csc(NC(=O)C2C3C=CC(C3)C2C(=O)O)n1 (stereo not drawn),19.9,-1.5,2.1,9.9,1.4,2.7,4.1,6.2,11.2
Cn1cnnc1SCc1ccc(C(=O)N/N=C/c2cccs2)cc1,19.4,-0.3,5.0,6.7,3.3,4.2,-0.2,5.6,-2.6
COc1cccc(CCNC(=O)c2ccc(OC)c(OC3CCN(C(C)C)CC3)c2)c1,3.5,-2.1,6.5,-3.2,-0.8,-3.7,-2.6,0.4,2.7
Cc1cccc(CNC(=O)C2CCCN(c3nn4c(=O)cc(C)nc4s3)C2)c1 (stereo not drawn),-10.5,0.9,-11.4,-0.7,-1.1,-2.8,-7.1,0.5,3.5
CCCn1c(NC(=O)c2ccc([N+](=O)[O-])o2)nc2ccccc21,9.1,-4.7,-9.6,31.7,-0.1,1.3,29.1,17.9,13.4
C[C@H](NC(=O)c1ccco1)C(=O)Nc1nnc(SCc2ccccc2)s1,x,-2.5,x,2.7,x,x,x,7.5,3.6
COc1ccc(CCN(C(=O)c2ccco2)C(C(=O)NC2CCCC2)c2ccncc2)cc1OC (stereo not drawn),-16.7,1.5,-1.9,-5.9,-5.5,-8.4,0.9,5.8,-1.8
COc1ccc(-n2c(C)cc(C(=O)COC(=O)c3ccc(O)cc3O)c2C)cc1,-16.3,-2.5,x,-2.2,-17.6,-12.3,x,-18.5,-1.9
Cc1cc(Cl)cc(Cl)c1OCC(=O)NCc1ccco1,-1.2,0.7,1.7,2.5,-2.5,-5.5,-2.5,18.5,6.3
O=C1CCCN1c1ccc(N2CCCC2=O)cc1,7.9,-1.1,4.3,4.0,-1.9,-3.3,-2.5,2.6,-5.3
CCN(CC)C(=O)Oc1cc(COC)nc(-c2ccccc2)n1,-3.5,-1.9,-6.0,6.4,0.8,2.8,-18.0,x,x

# Three compounds picked at random from the list so far, as already listed:
SMILES,ZTA DNA inh,PAD4 inh,EBNA-1 inhibitor,PREPL inh,LYPLA1 inh,LYPLA2 inh,GSTO1 counter,PAFAH2 inh,PAFAH1B3 inh
O=C1CCCN1c1ccc(N2CCCC2=O)cc1,7.9,-1.1,4.3,4.0,-1.9,-3.3,-2.5,2.6,-5.3
CCCn1c(NC(=O)c2ccc([N+](=O)[O-])o2)nc2ccccc21,9.1,-4.7,-9.6,31.7,-0.1,1.3,29.1,17.9,13.4
COc1ccc(-n2c(C)cc(C(=O)COC(=O)c3ccc(O)cc3O)c2C)cc1,-16.3,-2.5,x,-2.2,-17.6,-12.3,x,-18.5,-1.9

# (cont.)
SMILES,ZTA DNA inh,PAD4 inh,EBNA-1 inhibitor,PREPL inh,LYPLA1 inh,LYPLA2 inh,GSTO1 counter,PAFAH2 inh,PAFAH1B3 inh
COc1ccccc1NS(=O)(=O)c1cc(C(=O)N2CCCCCCC2)ccc1C,4.8,-2.4,-0.4,15.1,0.8,-2.7,3.8,-1.4,0.6
COCCn1c(SCC(=O)NC2CCCCC2C)nnc1-c1ccncc1 (stereo not drawn),-6.2,0.5,-3.7,13.9,3.1,1.6,12.8,2.7,5.6
O=C(NC(=S)Nc1ccccc1N1CCOCC1)c1ccc([N+](=O)[O-])cc1,-0.6,-0.7,9.7,7.4,1.8,1.8,0.5,1.1,11.5
Cc1cccc(C)c1NC(=O)c1c(C)nn(-c2ccccc2)c1Cl,7.9,5.8,12.5,2.8,3.2,-2.1,0.5,-5.3,7.7
N#Cc1c(NCCCO)nc(NCc2ccccc2)c2c1CCN(Cc1ccccc1)C2,-5.5,-22.9,-10.0,24.3,-4.7,-2.4,16.9,3.8,-3.5
Nc1nonc1-n1nnc(C(=O)N/N=C/c2cccc(F)c2)c1CN1CCCC1,4.9,-3.0,6.5,0.1,-0.6,-0.9,-1.2,-2.2,5.0
O=C(OCC(=O)N1CCN(C(=O)c2ccco2)CC1)c1cccc(O)c1,10.0,-1.5,-3.6,9.0,-0.8,7.9,1.8,-2.5,3.1
CC(C)N(Cc1c(O)ccc2c(=O)c(-c3ccc(Cl)cc3)coc12)C(C)C,16.6,-4.7,-1.8,3.1,-7.0,-5.6,-0.4,-0.1,14.8
CCOC(=O)C1=C(C)N=C2SC(C)C(=O)N2C1/C=C/c1ccccc1OC (stereo not drawn),20.0,0.3,5.9,-6.6,-9.0,-9.6,-5.4,-18.9,-8.7
O=C(COc1ccc(Cl)cc1Cl)Nc1ccc(S(=O)(=O)NC2=NCCCCC2)cc1,-3.5,-0.4,-1.5,12.4,-13.8,1.7,2.0,3.5,4.5
O=C(NCCCN1CCN(CCCNC(=O)c2ccc(F)cc2)CC1)c1ccc(F)cc1,2.8,-3.9,9.6,-0.1,-1.3,8.6,1.4,0.3,-1.9
COc1ccc(CN2C(=O)NC(C)(c3ccc(C)cc3)C2=O)cc1F (stereo not drawn),-8.0,-5.0,-10.3,0.6,-0.5,3.6,-1.7,0.9,-3.8
Cc1oc(-c2ccccc2F)nc1CS(=O)CC(=O)NC1CCCC1 (stereo not drawn),-9.1,-1.1,-5.9,-0.5,0.9,0.1,7.7,-0.4,4.7
O=C(CCl)N1N=C(c2ccco2)CC1c1cccs1 (stereo not drawn),15.2,-0.2,2.7,-3.1,-1.0,7.5,85.3*,13.4,9.8
C#CCOCCOCCOCCNc1nc(N2CCN(C(=O)[C@H](CCC(=O)O)n3cc(C(N)CC(C)C)nn3)CC2)nc(N2CCN(C(=O)[C@H](Cc3ccc(O)cc3)n3cc(C(N)[C@H](C)CC)nn3)CC2)n1 (stereo partly drawn),-5.3,-2.2,12.2,1.4,0.9,7.1,21.6,x,x
COc1cccc(N2CCN(S(=O)(=O)c3ccc(-c4coc(C)n4)cc3)CC2)c1,-1.8,-2.1,0.7,9.1,0.9,2.2,-1.7,-9.0,0.0
Cc1nc([N+](=O)[O-])c(NCCO)n1Cc1ccccc1,-6.5,-6.9,-4.0,-3.5,1.9,3.7,5.3,7.5,-0.4
COc1ccc(NC(=O)C/C(C)=N/NC(=O)C(=O)Nc2cccc(Cl)c2C)c(OC)c1,10.2,-2.2,2.1,1.4,3.9,0.8,0.5,-2.0,2.0
CCSc1nc2sc3c(c2c(=O)[nH]1)CCc1ccccc1-3,-25.9,1.8,8.5,11.2,3.4,4.4,3.2,1.7,-14.1
C[C@@H]1C=C(C(=O)N2CCN(C)CC2)O[C@H](OCc2ccc(CO)cc2)C1,3.7,-1.3,12.7,-1.1,-2.8,-5.7,5.8,1.8,2.4
COC(=O)C1=C(C)N(Cc2ccccc2)C(=O)N[C@H]1c1cccc(F)c1,-10.4,-1.0,2.5,-2.2,0.8,10.4,-1.1,8.8,-7.9
Cn1c(SCC(=O)O)nnc1-c1ccc2ncccc2c1,-5.3,6.3,11.7,5.5,0.0,7.5,0.8,x,x
O=c1c2ccccc2n2c(=S)[nH]nc2n1-c1ccccc1,-2.0,0.0,-10.8,8.3,-4.0,-0.4,8.1,7.3,1.9
O=[N+]([O-])c1ccc(N/N=C2\CC3CC=CC23)c([N+](=O)[O-])c1 (stereo not drawn),3.9,-12.8,-2.8,4.5,1.0,17.0,14.8,0.4,4.1
COC(=O)C1=C(N)Oc2cc(C)n(CC3CCCO3)c(=O)c2C1c1ccccc1OC (stereo not drawn),10.2,-0.6,-4.4,-4.1,2.5,1.7,-3.1,4.5,9.4
CCS(=O)(=O)NCC(c1cccnc1)N1CCN(c2ccccc2)CC1 (stereo not drawn),-16.0,4.5,-12.5,26.9,0.2,-4.2,8.4,-9.0,0.8
COc1ccc(-c2nc(N)sc2C2(O)C(=O)Nc3c(Br)cc(F)cc32)cc1OC (stereo not drawn),-8.5,3.0,5.7,6.0,-0.8,-3.2,17.7,4.7,1.7
CN(C)c1ccnc(-n2cccc2/C=N/OCc2ccc(F)cc2Cl)c1C#N,2.7,-1.9,-10.1,12.2,2.4,3.8,-8.2,0.7,6.5
Cc1ccc(C)c(NC(=S)NC(NC(=O)Cc2cccc3ccccc23)C(Cl)(Cl)Cl)c1 (stereo not drawn),-4.8,-5.5,21.2,21.3,-4.0,-18.0,-1.4,-24.2,-27.7
CC1CCCCC12NC(=O)N(CC(=O)NC(=O)Nc1ccc3c(c1)OCCO3)C2=O (stereo not drawn),-6.7,-0.2,-3.5,30.2,-0.8,1.0,4.4,4.3,9.7
CCOc1ccc(S(=O)(=O)NCc2csc(C)n2)cc1,9.0,2.5,-1.3,-1.3,-0.6,4.9,4.5,4.2,7.5
O=C(Cc1ccc(Cl)cc1)NC1CCCN(Cc2ccccc2F)C1 (stereo not drawn),6.5,1.3,2.4,-11.2,-3.6,-2.6,3.6,0.7,5.7
Cc1cccc(/N=C/c2c(O)ccc3oc4c(c23)CCCC4)n1,-6.1,-2.9,4.5,2.9,2.0,1.9,1.4,9.9,10.8
O=C(COc1ccc2c3c(c(=O)oc2c1)CCC3)NC1CCCCC1,-10.1,-1.6,-2.9,6.9,-2.1,4.5,-0.2,0.5,4.4
CC1=Nc2ccccc2N=C(NC(=O)CSc2nnnn2-c2ccccc2)C1c1ccccc1 (stereo not drawn),2.9,0.4,-2.4,5.9,-11.0,-10.4,-10.2,-4.7,6.0
N/C(=N\OC(=O)c1cccs1)c1ccc(Cl)cc1,0.9,-0.1,4.0,-4.1,-1.0,-1.8,4.9,x,x
CC(NCC(=O)Nc1ccccc1C(=O)NC1CC1)c1ccccc1Cl (stereo not drawn),-6.8,-5.2,x,3.7,-1.8,1.7,x,7.1,3.1
COc1ccc(S(=O)(=O)NC(C)CCc2ccccc2)cc1 (stereo not drawn),-3.6,-6.4,-3.2,-37.0,0.4,1.1,3.4,-2.7,7.7
